EBNA-1 inh = EBNA-1 DNA-binding inhibitors, primary screen, biochemical, fluorescence polarization | AID 1950, 2009 | actives 0.34% (n = 300,000) | inhibition, % at 14.8 µM; in the data active = inhibition above about 28%
CR mimetic SO = reduction of superoxide in aged yeast, primary screen, HTS. actives 0.18% (n = 330,000). AID 2690, 2010. S. cerevisiae aged cells, superoxide DHE fluorescence; stronger effect = lower value. superoxide response (% of plate mean), % at 10 µM;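 active = superoxide response under a set limit, about three screen SD below normal, cut at about 65% in these data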;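 also: yeast aged for seven days with compound at 30 °C before DHE staining; 100% = average MFI of all compound-treated wells on the plate with controls excluded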
PP1 counter = PP1-alpha phosphatase inhibitors, primary screen, counter-screen for PP5 inhibitor project, biochemical, fluorescence, OMFP substrate, single point. actives 0.9% (n = 320,000). inhibition, % at 6.7 µM. Serine/threonine-protein phosphatase PP1-alpha catalytic subunit (Homo sapiens), P62136. purified PP1alpha;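 active = inhibition above the mean inhibition of all tested compounds plus 3 SD, computed separately for each screening campaign, cut at about 15% in these data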
Target sequence (P62136 whole entry, looked up): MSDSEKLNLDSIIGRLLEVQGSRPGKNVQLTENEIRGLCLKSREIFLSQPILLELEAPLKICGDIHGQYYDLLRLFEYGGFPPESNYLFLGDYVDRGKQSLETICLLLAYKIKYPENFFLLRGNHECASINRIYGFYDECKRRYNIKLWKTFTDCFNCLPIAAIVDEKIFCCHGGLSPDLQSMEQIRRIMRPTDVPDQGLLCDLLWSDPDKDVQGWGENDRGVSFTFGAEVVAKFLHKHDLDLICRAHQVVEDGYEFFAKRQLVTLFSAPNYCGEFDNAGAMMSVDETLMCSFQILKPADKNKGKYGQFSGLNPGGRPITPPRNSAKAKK
HCV core dimer = inhibitors of HCV core protein dimerization, primary screen, biochemical, TR-FRET, high-throughput; TR-FRET GST/Flag-core106 dimerization, 1536-well; inhibition, % at 5 µM; actives 0.33% (n = 300,000); AID 1899, 2009;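 active = inhibition above the mean of all tested compounds plus 3 SD, set per screening campaign, cut at about 45% in these data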
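Test system: GST/Flag-tagged HCV core106 proteins; Medium: KF-containing HEPES buffer, pH 7.45, DTT, CHAPS, BSA; Times: compound-protein-antibody incubation 4 h at 22.5 °C; Detection: TR-FRET 671 and 617 nm emission; Benchmarks: wells lacking GST-core106 and wells with excess unlabelled core106.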
PP5 inh = PP5 phosphatase inhibitors, primary screen, biochemical, fluorescence; AID 1987, 2009; purified PP5c, OMFP substrate fluorescence; inhibition, % at 6.7 µM; actives 0.18% (n = 320,000); Serine/threonine-protein phosphatase 5 (Homo sapiens), P53041;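 active = inhibition above the campaign's mean inhibition across all tested compounds plus 3 SD, cut at about 9.5% in these data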;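 also: 0% = DMSO only and 100% = 100 µM cantharidin control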
Fh CTSL1 inh = Fasciola hepatica cathepsin L1 inhibitors, primary screen, counter-screen for PFM18AAP inhibitor project, biochemical, QFRET, fluorogenic peptide substrate | recombinant F. hepatica cathepsin L1, Z-Leu-Arg-MCA fluorescence | inhibition, % at 5.96 µM | actives 0.49% (n = 300,000);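 active = inhibition above the mean of all tested compounds plus 3 SD, set per screening campaign, cut at about 17% in these data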;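 also: 0% = plate median of test compound wells and 100% = 1 µM Z-Phe-Ala-diazomethylketone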
JMJD2C inh = inhibitors of GASC-1 histone demethylase, primary screen, biochemical, fluorescence, DELFIA europium; GST-JMJD2C(1-420) H3K9me3 demethylation; inhibition, % at 2.35 µM; Lysine-specific demethylase 4C (Homo sapiens), Q9H3R0; actives 0.069% (n = 330,000);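 active = more than half of a compound's replicate wells show inhibition beyond 50%, single wells judged on their own value; inconclusive = some, but no more than half, of replicates pass 50% inhibition; inactive = no replicate passes 50% inhibition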;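 also: signal counts dimethyl H3K9 product captured on neutravidin plate; 0% = median of DMSO wells and 100% = 0.3 times that DMSO median; strong numbers were not always called active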
Target sequence (Q9H3R0 1-420 limits assumed): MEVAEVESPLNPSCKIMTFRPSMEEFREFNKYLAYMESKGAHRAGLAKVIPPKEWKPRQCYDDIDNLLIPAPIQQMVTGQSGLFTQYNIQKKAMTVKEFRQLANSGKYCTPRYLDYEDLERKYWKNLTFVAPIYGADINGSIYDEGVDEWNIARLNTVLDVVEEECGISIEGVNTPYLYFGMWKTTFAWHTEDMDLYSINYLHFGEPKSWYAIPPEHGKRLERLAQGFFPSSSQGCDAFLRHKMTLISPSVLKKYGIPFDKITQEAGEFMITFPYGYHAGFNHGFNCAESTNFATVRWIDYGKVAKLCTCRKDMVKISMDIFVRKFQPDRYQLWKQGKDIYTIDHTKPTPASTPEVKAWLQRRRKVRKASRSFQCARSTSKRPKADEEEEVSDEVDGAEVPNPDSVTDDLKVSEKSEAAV
ZTA DNA inh = counter-screen for EBNA-1 inhibitors: inhibitors of Epstein-Barr virus ZTA; P03206; ZTA-DNA binding, fluorescence polarization; inhibition, % at 11 µM; actives 0.15% (n = 320,000); AID 2234; in the data active = inhibition above about 33%
Target sequence (P03206 whole entry, looked up): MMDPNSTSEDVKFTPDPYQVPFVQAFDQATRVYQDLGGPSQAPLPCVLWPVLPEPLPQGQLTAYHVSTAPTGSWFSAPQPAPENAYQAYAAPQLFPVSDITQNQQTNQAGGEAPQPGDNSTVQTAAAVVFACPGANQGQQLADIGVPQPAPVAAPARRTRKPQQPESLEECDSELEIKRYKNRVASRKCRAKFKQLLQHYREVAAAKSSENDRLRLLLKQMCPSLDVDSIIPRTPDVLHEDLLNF
TPT1 inh = Candida albicans TPT1 enzyme inhibitors, primary screen, biochemical, fluorescence polarization; actives 0.81% (n = 300,000); tRNA 2'-phosphotransferase TPT1 (Candida albicans SC5314); inhibition, % at 5 µM; recombinant caTPT1, FP RNA substrate dephosphorylation; AID 1962, 2009;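 active = inhibition above the mean of all tested compounds plus 3 SD, set per screening campaign, cut at about 24% in these data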;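 also: plate controls were DMSO alone for no effect and ferristatin control at 100 nM for full effect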
Numbers without * were called inactive; ? = inconclusive; · = no result given.

SMILES | EBNA-1 inh | CR mimetic SO | PP1 counter | HCV core dimer | PP5 inh | Fh CTSL1 inh | JMJD2C inh | ZTA DNA inh | TPT1 inh
CN(C)S(=O)(=O)Nc1cc(F)cc(F)c1 | -7 | 104 | -1 | -4 | 1.6 | -3 | -12 | 7 | -4
CC(=O)OCC(=O)[C@@]1(O)[C@H](C)C[C@H]2[C@@H]3CCC4=CC(=O)C=C[C@]4(C)[C@@]3(F)[C@@H](O)C[C@@]21C | 1 | 80 | -3 | -11 | -0.7 | -5 | -5 | -4 | -3
O=C(NCCN1C(=O)C2C3C=CC(C3)C2C1=O)Nc1ccccc1 (configuration not stated) | 0 | 103 | -9 | 4 | 1.5 | -2 | 1 | -13 | -4
O=C(CSc1cccc[n+]1[O-])C12CC3CC(CC(C3)C1)C2 | -2 | 108 | -1 | -1 | 1.2 | -1 | -13 | -18 | 0
Cc1nc(Nc2nc3ccccc3o2)nc(C)c1C(=O)Nc1ccc(F)cc1 | -2 | 84 | -3 | -1 | -2.4 | -3 | 5 | 9 | 0
Brc1ccc(-c2noc3c2-c2nc(C4CCCCC4)sc2CC3)cc1 | -5 | 90 | 2 | -5 | -1.4 | 2 | -9 | -16 | -2
O=C1NC(=O)C2(CCCCCCCCCCC2)N1 | 8 | 102 | -2 | -5 | -2.5 | 0 | 7 | 15 | -4
COc1ccc(C(=O)Oc2cccc3cccnc23)cc1[N+](=O)[O-] | -6 | 109 | -5 | -11 | 3.3 | 3 | 0 | -2 | 0
O=C(c1ccc2c(c1)OCO2)N(c1ccc(Br)cc1)C1C=CS(=O)(=O)C1 (configuration not stated) | -5 | 101 | -4 | 9 | 0.5 | -4 | -2 | -3 | -2
CCCCN(C(=O)Nc1ccc(Cl)cc1)C1CCN(C(C)=O)CC1 | 0 | 93 | -6 | 4 | -1.2 | -1 | 14 | 8 | 1
Cc1c(C(=O)O)oc2c1C(O)CCC2 (configuration not stated) | 0 | 104 | -3 | -4 | -2.5 | 2 | -3 | -13 | -3
O=C(c1cn(-c2ccccc2)nc1-c1cccs1)N1CCOCC1 | 5 | 101 | 0 | 5 | 1.6 | 0 | -3 | 6 | -1
CC1CCN(C(=S)c2ccc3c(c2)OCO3)CC1 | -2 | 111 | -3 | -3 | 1.0 | 1 | -8 | -23 | -1
CC1CCCN(C(=O)COc2ccc(Nc3ccccc3)cc2)C1 (configuration not stated) | -7 | 94 | 4 | 3 | -0.2 | 6 | -8 | -15 | -1
OC1CCN(Cc2cccc(Oc3ccccc3)c2)CC1 | -4 | 102 | -4 | -3 | 0.4 | -2 | 1 | -16 | 1
O=C(Nc1ccc(C(=O)O)cc1)/C(=C\C=C\c1ccccc1)NC(=O)c1ccc(Br)cc1 | 4 | 90 | 9 | 21 | 1.8 | 7 | 3 | 9 | 0
COC(=O)c1ccc(C2C(C(C)=O)=C(C)Nc3ncnn32)cc1 (configuration not stated) | -8 | 100 | 2 | -22 | 2.9 | -2 | 5 | -29 | -13
Cc1cccc(N2CCN(c3ccc(C(N)=O)cc3[N+](=O)[O-])CC2)c1C | 3 | 103 | -1 | 2 | -0.2 | -1 | -3 | 5 | 7
COc1ccccc1C(=O)COC(=O)Cc1n[nH]c(=O)c2ccccc12 | 0 | 107 | -2 | -3 | -0.3 | 0 | 3 | 1 | 1
O=C(c1cccnc1)N1CCN(Cc2ccc3c(c2)OCO3)CC1 | 4 | 101 | 5 | -2 | 2.5 | 1 | 1 | -4 | -1
O=C(CSc1nccc(=O)[nH]1)NC1CCCC1 | -5 | 95 | -1 | 5 | 2.3 | -2 | -2 | -1 | -3
CCc1ccc(NC(=O)C2=CC=CN3CCS(=O)(=O)N=C23)cc1 | · | 97 | 1 | · | 0.9 | · | -9 | -5 | ·
C=CCNC(=O)c1cc2c(=O)n3cc(C)ccc3nc2nc1NCC1CCCO1 (configuration not stated) | 3 | 102 | -2 | -3 | 0.1 | 1 | -6 | 6 | -2
Cc1cc(C(F)(F)F)nc(NCc2ccc(F)cc2)n1 | -1 | 111 | -2 | 3 | 5.1 | 0 | -8 | -3 | -4
COc1cccc(/C=N/NC(=O)c2ccoc2C)c1 | 14 | 93 | -4 | -8 | -0.3 | 0 | 17 | 6 | -1
COC(=O)c1oc2ccc(Br)cc2c1NC(=O)CCCN1C(=O)c2ccccc2C1=O | -8 | 96 | 0 | 5 | -1.3 | 4 | -14 | -9 | -2
Cc1cc(C)c(OC2(c3ccccc3)OC(=O)c3ccccc32)c(C)c1 (configuration not stated) | -3 | 80 | 1 | 0 | -1.7 | -4 | 4 | 5 | -1
CCC(Sc1nc2ncccc2[nH]1)C(=O)N1CCOCC1 (configuration not stated) | 3 | 103 | -3 | 1 | -0.4 | 1 | · | -4 | -3
CCn1c(=O)c(C(=O)CN2CCN(S(=O)(=O)c3ccc(C)cc3C)CC2)c(N)n(Cc2ccccc2)c1=O | 1 | 111 | 4 | 5 | 9.3 | 0 | -4 | -1 | 2
COc1ccccc1CNC(=O)c1ccc(Cl)c(NC2=NC3CS(=O)(=O)CC3S2)c1 (configuration not stated) | 6 | 91 | -1 | 0 | -2.3 | -2 | 9 | 8 | 5
FC(F)(F)c1nnc2c(Sc3ccc(Cl)cc3)nc3ccccc3n12 | -3 | 99 | 1 | 1 | 0.2 | -3 | ? | 8 | 0
O=C(c1ccc(F)cc1)N1CCN(S(=O)(=O)c2ccc(Br)cc2)CC1 | -13 | 106 | -3 | 0 | -0.8 | 1 | 0 | -3 | 3
O=C(O)c1cc(-c2cccs2)[nH]n1 | -3 | 79 | -4 | 2 | -0.7 | -4 | -9 | 7 | -1
CCC(C(=O)OCC(=O)Nc1cccc(S(=O)(=O)NC2=NCCCCC2)c1)c1ccccc1 (configuration not stated) | -9 | 94 | -5 | 5 | 0.8 | -7 | -4 | -4 | -1
c1ccc2c(NC3CCCC3)nnc(NC3CCCC3)c2c1 | -11 | 121 | 1 | 0 | -1.0 | 9 | 1 | -3 | 2
NC(=O)c1ccccc1NC(=S)NC(=O)CCc1ccccc1 | -6 | 106 | 2 | -9 | -1.0 | -3 | -2 | -8 | 1
CN(Cc1ccc(OC(F)F)cc1)C(=O)c1ccccc1Sc1ccccc1C#N | -1 | 92 | 2 | 7 | 7.0 | 2 | 24 | 0 | 1
O=C(CCc1ccc(O)c(O)c1)NNC(=S)Nc1ccc(Br)cc1Cl | 0 | 87 | 0 | -5 | 1.6 | 4 | 28 | -28 | 1
CCOc1ccc(N(CC(=O)N/N=C/c2ccc(OC(C)C)cc2)S(C)(=O)=O)cc1 | -7 | 112 | -4 | -3 | 4.5 | 0 | -2 | -5 | -3
COc1ccc(N2C(=O)C3C4C=CC(C4)C3C2=O)c(OC)c1 (configuration not stated) | 7 | 115 | 1 | -4 | 3.2 | -6 | -4 | -14 | -2

Arranged by length of the SMILES (low to high): some entries from above.
SMILES | EBNA-1 inh | CR mimetic SO | PP1 counter | HCV core dimer | PP5 inh | Fh CTSL1 inh | JMJD2C inh | ZTA DNA inh | TPT1 inh
O=C(O)c1cc(-c2cccs2)[nH]n1 | -3 | 79 | -4 | 2 | -0.7 | -4 | -9 | 7 | -1
COc1cccc(/C=N/NC(=O)c2ccoc2C)c1 | 14 | 93 | -4 | -8 | -0.3 | 0 | 17 | 6 | -1
c1ccc2c(NC3CCCC3)nnc(NC3CCCC3)c2c1 | -11 | 121 | 1 | 0 | -1.0 | 9 | 1 | -3 | 2
COc1ccc(N2C(=O)C3C4C=CC(C4)C3C2=O)c(OC)c1 (configuration not stated) | 7 | 115 | 1 | -4 | 3.2 | -6 | -4 | -14 | -2
O=C(CCc1ccc(O)c(O)c1)NNC(=S)Nc1ccc(Br)cc1Cl | 0 | 87 | 0 | -5 | 1.6 | 4 | 28 | -28 | 1
Cc1cc(C)c(OC2(c3ccccc3)OC(=O)c3ccccc32)c(C)c1 (configuration not stated) | -3 | 80 | 1 | 0 | -1.7 | -4 | 4 | 5 | -1
CN(Cc1ccc(OC(F)F)cc1)C(=O)c1ccccc1Sc1ccccc1C#N | -1 | 92 | 2 | 7 | 7.0 | 2 | 24 | 0 | 1
COc1ccccc1CNC(=O)c1ccc(Cl)c(NC2=NC3CS(=O)(=O)CC3S2)c1 (configuration not stated) | 6 | 91 | -1 | 0 | -2.3 | -2 | 9 | 8 | 5
CCC(C(=O)OCC(=O)Nc1cccc(S(=O)(=O)NC2=NCCCCC2)c1)c1ccccc1 (configuration not stated) | -9 | 94 | -5 | 5 | 0.8 | -7 | -4 | -4 | -1
CCn1c(=O)c(C(=O)CN2CCN(S(=O)(=O)c3ccc(C)cc3C)CC2)c(N)n(Cc2ccccc2)c1=O | 1 | 111 | 4 | 5 | 9.3 | 0 | -4 | -1 | 2

Later entries:
SMILES | EBNA-1 inh | CR mimetic SO | PP1 counter | HCV core dimer | PP5 inh | Fh CTSL1 inh | JMJD2C inh | ZTA DNA inh | TPT1 inh
O=C(c1cccc(S(=O)(=O)N2CCCC2)c1)N1CCN(c2ncccn2)CC1 | 0 | 99 | 0 | -2 | -0.1 | -1 | 2 | -9 | 3
O=C(O)CN1CCN(Cc2ccc(F)cc2)C1=O | 4 | 105 | 0 | 1 | -0.3 | 4 | -1 | -3 | -4
CCC1=[N+](CC(=O)c2ccc(Br)cc2)CCn2c(C)ccc21 | -6 | 105 | -2 | 3 | 0.2 | 3 | 5 | 3 | 14
CCn1c(COc2ccc(=O)n(-c3ccccc3)n2)nnc1SC | -1 | 106 | 2 | 0 | 0.0 | 1 | -11 | 3 | -5
COc1ccc(CN(C)C(=O)CC(c2ccccc2)c2ccccc2)cc1 | 6 | 119 | 1 | 14 | 2.0 | 2 | -18 | 2 | -3
O=C(CSc1nnc(-c2cccnc2)s1)Nc1ccccc1 | -2 | 108 | 1 | 5 | 1.7 | 3 | 15 | 2 | -3
CSCCC(NS(=O)(=O)c1ccccc1F)C(=O)NCc1cccnc1 (configuration not stated) | -5 | 103 | -3 | -1 | 0.2 | 1 | -2 | 3 | 2
CN(C)CCCN(C(=O)c1cc(-c2cccs2)nc2ccccc12)c1nc2ccc(F)cc2s1 | 9 | 104 | 14 | -18 | 5.8 | -2 | -17 | -16 | -1
CNC(=O)CSc1nc2cccnc2n1C1CCCCC1 | 1 | 105 | 2 | -5 | 2.4 | -1 | -1 | 9 | -2
O=C(N/N=C/C(Cl)=C/c1ccccc1)c1ccco1 | -2 | 98 | 2 | -7 | -0.8 | 1 | -21 | -2 | 1
CCNC(=O)c1cccc(NC(=O)C2CC(=O)N(CCc3ccccc3)C2)c1 (configuration not stated) | · | 90 | -3 | · | 3.6 | · | 2 | -12 | ·
Cn1cc(S(=O)(=O)N2CCc3ccccc32)cc1C(=O)NC(C)(C)C | 17 | 93 | -1 | 10 | 2.0 | -3 | 14 | 19 | 1
COc1cccc(OC)c1C1=CC(=O)C[C@H](c2ccc3c(c2)OCO3)C1 | · | 104 | -4 | · | 0.4 | · | 14 | 5 | ·

Screening data (PubChem)

Outcome played no part in choosing rows; about 3.1% have a hit in one of these screens.
